# Assay outcomes from PubChem.
# FLuc modulator = inhibits or activates purified firefly luciferase, miR-21 counter-screen. AID 588342. 360,000 tested, 6.9% active. purified FLuc, Km substrates, luminescence inhibition. Potency, µM (top dose mostly 57.5 µM), without a hit: at the top dose activity change, negative = inhibition, actives largely listed as inhibitors. P08659;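 further: potency means the concentration at half of the fitted maximal effect; plate controls were vehicle for no effect and reference inhibitor for full effect; nearly all actives have a fitted effect of over 55% in size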
#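 Purified P. pyralis luciferase, 10 nM final, with Km-level 10 uM D-luciferin and 10 uM ATP in 50 mM Tris acetate pH 7.5, 10 mM Mg acetate, 0.01% Tween-20, 0.05% BSA; 6-point qHTS titration about 60 µM downward; luminescence read.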
# uPA surface inh = cell surface uPA generation inhibition | cell surface uPA generation assay, qHTS | Potency, µM (doses to about 38.3 µM), without a hit: at the highest dose activity change, negative = inhibition, hits mostly inhibitors | 330,000 tested, 0.31% active | AID 540303; active means well fitted inhibition curve with a large enough effect; inconclusive means small, poorly fitted or top-dose-only effect; inactive means no such curve, though single readings can be large or run the other way; tested in mouse RAW 264.7 cells; further: potency means the concentration at half of the fitted maximal effect; on the % scale 0 is the no-effect control and ±100 the full control effect; nearly all actives have a fitted effect of over 55% in size
# Tb PFK inh = inhibitors of T. brucei phosphofructokinase. T. brucei PFK, ADP-Glo luminescence. Potency, µM (top dose mostly 57.5 µM), for the others: top-dose activity, negative = inhibition, actives largely listed as inhibitors. 330,000 tested, 0.17% active. AID 485367;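 further: potency means the concentration at half of the fitted maximal effect; 0% = uninhibited 1x PFK enzyme wells and -100% = no-enzyme wells; nearly all actives have a fitted effect of over 60% in size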
# Target sequence (O15648 whole entry, looked up): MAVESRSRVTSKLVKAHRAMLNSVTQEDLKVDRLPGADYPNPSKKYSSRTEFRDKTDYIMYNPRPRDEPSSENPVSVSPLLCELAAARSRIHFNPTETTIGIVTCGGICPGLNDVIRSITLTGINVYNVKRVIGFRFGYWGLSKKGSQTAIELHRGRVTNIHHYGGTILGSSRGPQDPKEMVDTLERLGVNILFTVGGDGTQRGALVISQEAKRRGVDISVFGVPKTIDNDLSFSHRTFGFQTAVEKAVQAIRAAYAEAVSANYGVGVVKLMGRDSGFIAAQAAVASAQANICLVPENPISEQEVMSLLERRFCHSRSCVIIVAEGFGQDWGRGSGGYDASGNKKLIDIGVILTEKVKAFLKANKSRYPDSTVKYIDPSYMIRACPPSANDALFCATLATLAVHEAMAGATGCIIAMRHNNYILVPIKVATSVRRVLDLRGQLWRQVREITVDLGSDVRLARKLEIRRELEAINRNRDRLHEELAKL
#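 In TEA buffer at pH 8.0 with 5 mM MgCl2, enzyme (1.25 nM) converted F6P (0.5 mM) and ATP (0.1 mM) for 45 min at room temperature. ADP product was read by luciferase luminescence.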
# VP16 counter = counter-screen for ROR gamma inhibitors: Gal4-VP16 reporter | Drosophila S2 Gal4-VP16 UAS-luciferase, luminescence, 20 h | Potency, µM (highest dose often 53.6 µM), for the others: at the top dose activity, negative = inhibition, actives largely listed as inhibitors | 310,000 tested, 3.5% active | AID 2546;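 further: Gal4-VP16 expression switched on by copper sulfate through the metallothionein promoter; potency means the concentration at half of the fitted maximal effect; on the % scale 0 is the no-effect control and ±100 the full control effect; nearly all actives have a fitted effect of over 50% in size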
# FBPA coupling cs = counter-screen for Giardia aldolase inhibitors: coupling enzyme system. coupling enzyme system counterscreen, AmpLite Red fluorescence. 290,000 tested, 0.67% active. AID 2472. activity change, negative = inhibition, % at 58.2 µM, hits read low; in the data active means activity change below about -30%; further: on the % scale 0 is the no-effect control and ±100 the full control effect
#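 Coupling enzymes only (glyceraldehyde-3-phosphate) + compound, at 57.5 uM final, 10 min RT; add substrate/coupling/AmpLite Red mix, 20 min RT; fluorescence ex 525/em 598 nm. Actives flag coupling-system interference.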
# KCNH2 3.1 block = blocks the human KCNH2 3.1 channel isoform. U2OS KCNH2 3.1, thallium flux FluxOr; stronger effect = lower value. activity change, % (tested at about 1.8 µM). 340,000 tested, 0.95% active. AID 720553;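 active means maximum activity change below -70%; inconclusive means maximum activity change from -70% to -50%; inactive means maximum activity change above -50%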;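 further: thallium influx rate constant from kinetic fluorescence after stimulation buffer; on the % scale 0 is the no-effect control and ±100 the full control effect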
#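 U2OS cells transduced with KCNH2 3.1 mutant virus (1.77 x 10^8 /mL, 4 h), plated overnight at 37 C, loaded 45 min with FluxOr dye plus Red40 quencher. Thallium flux rate constant from kinetic reads after stimulation buffer, normalised to controls.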
# RORg inh = blocks mouse ROR gamma transcriptional activity | Drosophila S2 Gal4-RORgamma UAS-luciferase reporter, 20 h | Potency, µM (titrated, usually from 53.6 µM), for the others: top-dose activity change, negative = inhibition, most hits filed as inhibitors | 310,000 tested, 5.4% active; further: potency means the concentration at half of the fitted maximal effect; on the % scale 0 is the no-effect control and ±100 the full control effect; nearly all actives have a fitted effect of over 60% in size
# Target sequence (P51450 whole entry, looked up, the tested form may be a part): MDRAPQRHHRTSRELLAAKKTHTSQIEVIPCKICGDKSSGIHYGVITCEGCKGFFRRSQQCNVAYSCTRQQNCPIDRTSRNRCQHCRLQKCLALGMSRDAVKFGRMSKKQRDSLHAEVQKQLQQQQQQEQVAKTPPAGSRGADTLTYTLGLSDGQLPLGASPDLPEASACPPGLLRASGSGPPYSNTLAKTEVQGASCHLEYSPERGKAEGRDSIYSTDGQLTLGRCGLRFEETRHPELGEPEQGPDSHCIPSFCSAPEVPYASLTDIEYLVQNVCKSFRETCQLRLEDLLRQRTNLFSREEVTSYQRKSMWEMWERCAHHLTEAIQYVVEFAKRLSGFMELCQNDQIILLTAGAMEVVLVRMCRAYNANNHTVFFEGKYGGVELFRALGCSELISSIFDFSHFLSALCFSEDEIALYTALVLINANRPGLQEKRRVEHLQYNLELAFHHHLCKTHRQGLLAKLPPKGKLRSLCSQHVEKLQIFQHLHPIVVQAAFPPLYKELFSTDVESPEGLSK
#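 Drosophila S2 cells stably expressing Gal4-DBD/mouse RORγ fusion under metallothionein promoter plus UAS-luciferase; compound 1 h, then 700 uM CuSO4 induction for 20 h at ambient temperature; inhibition read as reduced luminescence.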
# NPC1 prom act = activates the NPC1 promoter; Huh7 NPC1 promoter luciferase reporter, 24 h; Potency, µM (doses to about 9.22 µM), for the others: top-dose activation, actives largely listed as activators; 320,000 tested, 2.4% active;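 further: potency means the concentration at half of the fitted maximal effect; % of control where 0% means no effect; nearly all actives have a fitted effect of over 60% in size; reporter is driven by a mutant NPC1 promoter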
#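 Compounds in DMSO were transferred onto Huh7 NPC1-luciferase reporter cells pre-incubated 2 h; after 24 h at 37 °C, Amplite reagent was dispensed and luminescence recorded 10 min later.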
# Giardia kill = Giardia lamblia killing; AID 540267; activity change, % at 7.66 µM, hits read low; 340,000 tested, 0.15% active; Giardia lamblia trophozoite viability; in the data active means activity change below about -80%; inconclusive means between about -30% and that limit;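 further: parasites exposed to compound for two days anaerobically before the ATP read; on the % scale 0 is the no-effect control and ±100 the full control effect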
#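 Each well holds 100 Giardia trophozoites and compound. After two days (48 hrs) at 37 deg C in anaerobic conditions, ATP is quantified by luminescence.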
# Rab9 prom act = activators of Rab9 promoter; Huh7 Rab9 promoter-luciferase reporter, luminescence, 24 h; Potency, µM (highest dose often 9.22 µM), for inactives: at the top dose activation, negative = inhibition, actives largely listed as activators; 320,000 tested, 2.8% active; AID 485297; further: potency means the concentration at half of the fitted maximal effect; % of control where 0% means no effect; nearly all actives have a fitted effect of over 60% in size
#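 Cells were plated at 1500 per well in reduced-serum medium with 10% FBS and left 2 h. Compound in DMSO was then added for 24 h at 37 °C. Reporter signal was read by luminescence after 10 min with luciferase detection reagent.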
# ELG1 genotoxic = genotoxicity induction in ELG1-luciferase HEK293T cells | HEK293T ELG1-luciferase reporter, luminescence, 16 h | Potency, µM (series often up to 46 µM), for the others: top-dose activity change, positive = activation, most hits filed as activators | 330,000 tested, 1.3% active; further: potency means the concentration at half of the fitted maximal effect; % of control where 0% means no effect; nearly all actives have a fitted effect of over 60% in size
#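 Genotoxic stress is detected as increased luminescence from luciferase-tagged ELG1 in HEK293T cells, measured with ONE-Glo after a 16 hr treatment at 37 °C.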
# An asterisk follows results filed as active; ? = inconclusive; / = not tested or not shown; & = joins results of further samples; [ ] = dose if it differs, or a comment. Unless noted, the call rests on the fitted dose curve; in most records, active means well fitted curve in the direction sought with a large enough effect; inconclusive means small, poorly fitted or top-dose-only effect, or another doubt; inactive means no such curve, though single readings can be large; an effect the other way counts as inactive or inconclusive.
molecule,FLuc modulator,uPA surface inh,Tb PFK inh,VP16 counter,FBPA coupling cs,KCNH2 3.1 block,RORg inh,NPC1 prom act,Giardia kill,Rab9 prom act,ELG1 genotoxic
Cc1ccc(N2C(=O)C(O)(C(F)(F)F)C3=C2CC(C)(C)CC3=O)cc1C (stereo unspecified),1.7%,/,2.4%,-3.5%,1.2,19.7,35.7%,0.2%,-3.0,2.4%,-0.2%
CCN(CC)S(=O)(=O)c1csc(C(=O)Nc2ccccn2)c1,-10.2%,1.8%,-1.5%,28.6%,2.6,-11.9,0.5%,16.9%,11.5,25.5%,?
Cc1ccccc1OCCCN1C(=O)C(=O)c2cccc(C)c21,?,?,0.0%,11.2µM*,-13.5,-4.3,35.5µM*,0.1%,5.3,1.8%,-6.8%
CC1(C)CC(=O)C2=C(C1)OC(N)=C(C#N)C21CCC2(CC1)OCCO2,-1.6%,0.5%,/,13.6%,-3.4,-3.0,-9.8%,/,-5.7,/,/
CC(C)c1ccc(OCc2ccc(C(=O)N3CCCC3)o2)cc1,16.9µM*,-4.3%,-0.5%,?,2.0,-7.2,?,?,-6.9,2µM*,?
CC(=O)OC1CSc2nc3ccccc3n2C1 (stereo unspecified),1.4%,/,-13.6%,-16.3%,-1.3,18.5,-1.7%,-0.8%,2.4,1.5%,-4.5%
CC(=O)Nc1cccc(C(=O)OC(C)C(=O)NC(=O)NC2CCCCC2)c1 (stereo unspecified),0.2%,11.6%,-2.7%,/,/,-12.6,/,-5.3%,-21.2,-1.1%,14.1%
O=C(Nc1ccc(C(=O)N2CCCCC2)cc1)c1cccs1,?,/,1.0%,?,1.9,4.5,37.3%,13.8%,6.5,13.3%,?
CCOc1cc(CO)cc(Br)c1OCC(N)=O,-2.1%,8.9%,3.0%,16.2%,1.0,-10.4,-5.2%,0.0%,-14.9,-1.6%,-1.8%
COc1cccc(-n2c(SCC(=O)Nc3nc4ccccc4s3)nc3ccccc3c2=O)c1,5.1%,2.4%,-0.4%,4.5%,-3.1,-3.6,-5.9%,4.8%,11.0,-1.6%,1.1%
COC(=O)c1ccsc1NC(=O)c1ccccc1,-17.4%,-12.3%,-4.8%,-2.8%,1.6,15.8,27.0%,-3.3%,-11.9,0.3%,-5.6%
CN(C(=O)COC(=O)c1ccc2c(=O)n3c(nc2c1)CCC3)c1ccccc1,-3.8%,0.5%,0.5%,-11.3%,4.9,-6.3,3.6%,0.1%,6.6,6.2%,1.3%

# Remaining list, next part.
molecule,FLuc modulator,uPA surface inh,Tb PFK inh,VP16 counter,FBPA coupling cs,KCNH2 3.1 block,RORg inh,NPC1 prom act,Giardia kill,Rab9 prom act,ELG1 genotoxic
COc1ccc(C(=O)NCc2ccncc2)cc1S(=O)(=O)NCc1ccc(Cl)cc1,-1.7%,-7.0%,0.0%,/,/,0.6,/,-2.0%,?,-14.2%,-0.9%
O=C(c1ccco1)N1CCN(Cc2nnnn2C2CCCCC2)CC1,0.3%,16.7%,-1.2%,-16.0%,5.7,-10.8,-30.6%,-4.0%,-3.0,-2.3%,3.2%
COc1ccc2nc(C)cc(SCC(=O)NNC(=O)COc3ccccc3)c2c1,-3.1%,-7.6%,-0.1%,-1.1%,-0.8,0.6,12.0%,0.2%,-10.5,-2.9%,-3.6%
CC[n+]1c(C)cc(C)n1-c1ccccc1,3.4%,-7.4%,-1.6%,-8.5%,-1.8,5.8,7.8%,-5.6%,23.4,-2.0%,0.9%
CC(=O)Nc1c(-c2ccc3ccccc3c2)nc2ccccn12,1.9µM*,?,-0.3%,-6.3%,-1.3,-1.4,-15.4%,?,-18.7,?,20.6µM*
CCc1cccc(NC(=O)C2CCCN2S(=O)(=O)c2ccccc2C(F)(F)F)c1 (stereo unspecified),4.2%,6.2%,-5.8%,/,/,-0.5,/,-3.4%,-5.2,-6.1%,?
Cc1cc(OCC(O)CN(C)C(=O)C(C)Oc2ccccc2)ccc1Cl (stereo unspecified),0.5%,6.4%,0.3%,7.1%,1.0,3.8,23.7%,-0.9%,-14.6,-1.7%,-4.7%
CCCNc1c(NC(=O)c2ccc3c(c2)OCO3)c(=O)oc2ccccc12,1.9%,-4.3%,-0.2%,0.8%,/,-2.3,0.3%,-2.3%,-15.1,-2.4%,3.5%
Cn1c(=O)[nH]c(=O)c2c1nc(SCCO)n2CC(O)COc1ccccc1 (stereo unspecified),-3.0%,0.2%,-20.0%,-8.3%,-5.6,-6.1,1.6%,-1.5%,-11.8,-1.5%,-4.3%
CC(=O)Nc1ccc(NC(=O)C(C)OC(=O)CCN=C2NS(=O)(=O)c3ccccc32)cc1 (stereo unspecified),2.3%,2.4%,2.1%,-15.7%,/,/,2.9%,-3.1%,5.2,-2.3%,7.5%
COc1ccccc1OCC(=O)Nc1ccc2c(c1)OCCO2,16.9µM*,3.1%,-1.1%,-5.5%,-1.2,6.5,0.2%,?,9.0,?,?
CCOc1ccc(NC2C=CS(=O)(=O)C2)cc1 (stereo unspecified),0.8%,-0.5%,-7.4%,-1.9%,-15.9,0.4,-14.4%,-4.1%,6.2,-6.5%,-1.8%

# Later entries.
molecule,FLuc modulator,uPA surface inh,Tb PFK inh,VP16 counter,FBPA coupling cs,KCNH2 3.1 block,RORg inh,NPC1 prom act,Giardia kill,Rab9 prom act,ELG1 genotoxic
Cc1ccc(NC(=O)CCC(=O)NNC(=O)COc2ccccc2)c(C)c1,-0.6%,6.8%,2.9%,-11.4%,-1.0,2.1,-9.1%,-4.4%,3.6,-2.2%,1.3%
COc1cc(OC)cc(-c2n[nH]c(=S)n2-c2ccc3c(c2)OCCO3)c1,?,-8.2%,-1.6%,2.7%,0.4,2.9,0.355µM*,1.3%,-9.2,-7.3%,8.7%
Cc1cccc(OCC(=O)NNC(=O)c2cccs2)c1,-0.8%,2.7%,-0.7%,-3.0%[10 µM],3.0,-5.0,-3.2%,-2.7%,9.9,-5.4%,-2.5%
CCSc1nnc(NC(=O)c2cccnc2Cl)s1,?,0.8%,3.9%,?,5.1,19.8,-33.5%,17.8%,-0.5,11.2%,?
O=C(NC(=S)Nc1cccnc1)c1ccccc1,?,0.8%,-17.1%,-7.4%,-2.6,-28.6,-39.8%,25.8%,-17.6,26.4%,?
O=C(Cn1cc([N+](=O)[O-])nc1[N+](=O)[O-])N1CCN(c2ccccc2)CC1,0.4%,-6.5%,-1.6%,?,-28.4,6.6,5.62µM*,-8.7%,-7.0,-7.3%,-8.1%
N#Cc1ccc(C(=O)Nc2cc(-c3ccc(F)cc3)nn2-c2ccccc2)cc1,-10.0%,5.1%,-1.3%,/,/,-30.3,/,4.0%,-21.8,-1.7%,-25.0%
C=CCN=C1N[C@@H](c2ccccc2)C(C(=O)OC)=C(C)N1CC,0.7%&-0.4%,-12.7%,-0.4%&2.8%,2.9%&-0.6%,-1.5&-0.1,-0.2,-12.4%&-24.7%,-1.0%&-3.4%,15.1,-2.3%&-1.0%,0.0%
NS(=O)(=O)c1ccc(N2N=C(c3ccc(Br)cc3)CC2c2ccc(F)cc2)cc1 (stereo unspecified),-1.8%,-11.7%,-7.8%,?,-4.6,-19.4,?,1.7%,-2.9,-5.4%,-5.9%
COc1nccnc1NS(=O)(=O)c1ccc(NC(=S)NC(=O)c2ccc(F)cc2)cc1,8.8%,1.1%,12.1%,6.1%,6.3,3.5,-13.4%,0.9%,0.8,-4.6%,-0.3%
Cc1cccn2c(=O)c3cc(C(=O)NC4CCCC4)c(=N)n(C4CCCC4)c3nc12,4.3%,2.9%,-2.9%,12.7%,-6.4,-30.8,-19.0%,1.3%,5.1,-6.1%,-7.8%
COc1cc2c(cc1OC)CN(C(=O)CN1C(=O)NC3(CCC(C)CC3)C1=O)CC2 (stereo unspecified),5.8%,5.8%,-4.1%,/,/,12.9,/,9.4%,18.2,1.7%,-1.0%
COc1ccc(CNc2nc(C)cc(C)c2C#N)cc1,-1.6%,11.1%,2.1%,-4.1%,3.3,4.6,5.6%[1.91 µM],-4.0%,3.1,-1.5%,5.6%
CCCOP(=O)(OCCC)C(Nc1ccc(C(=O)O)cc1)c1ccccc1 (stereo unspecified),-0.4%,-14.6%,-14.8%,9.6%,22.5,-17.8,34.7%,-3.8%,8.7,-3.3%,-0.2%
O=C(Nc1nccs1)C1CC(=O)N(c2ccc(F)cc2)C1 (stereo unspecified),0.0%,0.7%,-17.4%,-5.0%,1.0,-1.5,1.8%,-3.9%,16.3,-1.1%,-4.7%
